NCI-60 one-dose screen, 48 h, at 10 µM unless noted. Numbers give growth in % (100 = growth as untreated, 0 = no growth, -100 = all killed).
PC-3 – PC-3 prostate cancer cells; hit rate 3.9% among 80,000; AID 1794754
SF-268 – SF-268 CNS cancer cells; hit rate 3.1% among 82,000
SF-539 – SF-539 CNS cancer. hit rate 6.8% among 81,000. AID 1794752
DU-145 – DU-145 prostate cancer; hit rate 4.2% among 81,000
SF-295 – SF-295 CNS cancer cells | hit rate 5.6% among 79,000
SNB-19 – SNB-19 CNS cancer cells; hit rate 2.5% among 81,000; AID 1794751
U251 – U251 CNS tumor cells; hit rate 5.4% among 80,000; AID 1794753
HCC-2998 – HCC-2998 colon cancer | hit rate 4.7% among 79,000 | AID 1794799
SNB-75 – SNB-75 CNS cancer. hit rate 5% among 79,000
* hit, by the source's call. How the source made its calls: active means growth percent below 10; inactive means the rest.

Screening N#C/C(=C\c1ccc(Cl)cc1)C(=O)c1ccccc1 returned PC-3 94, SF-268 98, SF-539 108, DU-145 109, SF-295 104, SNB-19 100, U251 97 and HCC-2998 107.
CC(C)CC(CC(C)C)NCC(C)OC(=O)c1ccc(N)cc1 (configuration not stated) was read as PC-3 86, SF-268 101, DU-145 110, SF-295 105, SNB-19 92, U251 108 and SNB-75 101.
For C#CCSc1n[nH]c(=O)n1C1CCCCC1 the results were PC-3 105, SF-268 104, SF-539 108, DU-145 107, SF-295 99, SNB-19 107 and SNB-75 102.
For COc1ccc(-c2csc(NC(=O)CSc3nc(-c4ccccc4)cc(=O)[nH]3)n2)cc1 the results were PC-3 67, SF-268 78, SF-539 78, DU-145 76, SF-295 53, SNB-19 70, U251 80, HCC-2998 84 and SNB-75 82.
COC(=O)C1=CCCCC(O)=C1C(=O)OC was read as PC-3 107, SF-268 101, SF-539 109, DU-145 117, SF-295 118, SNB-19 115, U251 105, HCC-2998 116 and SNB-75 99.
Screening O=C1CSC(=O)N1Cc1cc2ccccc2nc1Cl returned PC-3 97, SF-268 99, SF-539 108, DU-145 104, SF-295 101, SNB-19 100, U251 98, HCC-2998 105 and SNB-75 85.
Screening OC(c1ccccc1)C(O)(c1ccccc1)c1ccc(Cl)cc1 (configuration not stated) returned PC-3 83, SF-268 102, SF-539 118, DU-145 106, SF-295 98, SNB-19 107, U251 98, HCC-2998 107 and SNB-75 103.
For Cc1ccc(S(=O)(=O)/C(=C\c2ccc(Cl)cc2)C(=O)c2ccc3ccccc3c2)cc1 the results were PC-3 91, SF-268 114, SF-539 101, DU-145 110, SF-295 94, SNB-19 91, U251 96, HCC-2998 109 and SNB-75 87.
Screening Cc1cc2ccccc2c(O)c1C#N returned PC-3 105, SF-268 103, SF-539 110, DU-145 120, SF-295 116, SNB-19 100, U251 109 and SNB-75 78.
O=[N+]([O-])C1[C@H](c2c[nH]c3ccccc23)c2c([nH]c3ccccc23)[C@H]1c1c[nH]c2ccccc12 (some centres not stated) was read as PC-3 73, SF-268 82, SF-539 100, DU-145 94, SF-295 95, SNB-19 101, HCC-2998 101 and SNB-75 93.
For N#CC1C(=O)NC(=S)NC1c1ccccc1 (configuration not stated) the results were PC-3 101, SF-268 111, SF-539 105, DU-145 121, SF-295 98, SNB-19 102, U251 100, HCC-2998 138 and SNB-75 85.
For CCS(=O)(=O)Nc1ccc(C(=O)CC2(O)C(=O)Nc3ccc(F)cc32)cc1 (configuration not stated) the results were PC-3 88, SF-268 98, SF-539 92, DU-145 106, SF-295 94, SNB-19 100, U251 99, HCC-2998 104 and SNB-75 69.
Screening Cc1c(C(=O)N[C@@H](Cc2ccccc2)C(=O)C(=O)NCc2ccc(F)cc2)[nH]c2ccccc2c1=O returned PC-3 86, SF-268 97, SF-539 101, DU-145 105, SF-295 105, SNB-19 97, U251 101, HCC-2998 94 and SNB-75 88.
For CN1C=C/C(=C/[N+](=O)[O-])N(C)C1=O the results were PC-3 99, SF-268 110, SF-539 101, DU-145 106, SF-295 94, SNB-19 106, HCC-2998 99 and SNB-75 83.
`O=C1c2ccccc2C2N1CCCN2C(=O)c1sc2ccccc2c1Cl` (configuration not stated) gave PC-3 72, SF-268 91, SF-539 92, DU-145 92, SF-295 69, SNB-19 100, U251 91, HCC-2998 82 and SNB-75 86.
`O=[N+]([O-])c1ccc(-c2ccc(Br)cc2)cc1` gave PC-3 91, SF-268 96, SF-539 102, DU-145 107, SF-295 95, SNB-19 94, U251 95, HCC-2998 95 and SNB-75 106.
`Cn1c2ccccc2c2c3c(c4c5ccccc5n(C)c4c21)C(=O)OC3` gave PC-3 91, SF-268 91, SF-539 97, DU-145 104, SF-295 107, SNB-19 93, U251 104, HCC-2998 100 and SNB-75 68.
`Cc1ccc(C2OCC3(C)C(CCC4(C)C5CC(C6=CCOC6=O)OC5(C)CCC34)O2)cc1` (configuration not stated) gave PC-3 83, SF-268 95, SF-539 93, DU-145 100, SF-295 88, SNB-19 90, U251 89, HCC-2998 90 and SNB-75 114.
`N#Cc1c(-c2cccc(O)c2O)cc(-c2ccc3ccccc3c2)[nH]c1=O` gave PC-3 68, SF-268 59, SF-539 29, DU-145 57, SF-295 84, SNB-19 41, U251 40, HCC-2998 74 and SNB-75 -6.6*.
For COc1ccc(-c2nc(SCC(C)C)nc(NNC(N)=S)c2C#N)cc1 the results were PC-3 77, SF-268 84, SF-539 89, DU-145 91, SF-295 96, SNB-19 85, U251 96 and HCC-2998 97.
For OCc1ccccc1F the results were PC-3 72, SF-268 96, SF-539 101, DU-145 11, SF-295 72, SNB-19 103, U251 80, HCC-2998 93 and SNB-75 126.
Cc1c(C(=O)/C=C/NCc2ccc(S(N)(=O)=O)cc2)sc2nc3ccccc3n12 was read as PC-3 99, SF-268 96, SF-539 92, DU-145 98, SF-295 96, SNB-19 86, U251 100, HCC-2998 101 and SNB-75 115.
For COc1ccc2c(c1)c(-c1nn3cc(-c4cccnc4)nc3s1)cn2C the results were PC-3 76, SF-268 92, SF-539 84, DU-145 93, SF-295 90, SNB-19 94, U251 84, HCC-2998 96 and SNB-75 84.
For O=C(Nc1ccc2oc(=O)ccc2c1)Nc1c(Br)cc(F)cc1Br the results were PC-3 97, SF-268 110, SF-539 107, DU-145 108, SF-295 110, SNB-19 100, U251 108, HCC-2998 113 and SNB-75 121.
Screening CC1CCN(CCCC(=O)c2ccc(F)cc2)CC1 returned PC-3 91, SF-268 108, SF-539 103, DU-145 110, SF-295 101, SNB-19 108, U251 94, HCC-2998 107 and SNB-75 81.
`CCOC(=O)n1cnc2ncnc(SC)c21` gave PC-3 98, SF-268 98, SF-539 96, DU-145 103, SF-295 129, SNB-19 97, U251 101 and SNB-75 88.
O=C(N/N=C/c1cc2ccccc2nc1Cl)c1cc(-c2nc3ccccc3[nH]2)nc2ccccc12 was read as PC-3 82, SF-268 88, SF-539 103, DU-145 88, SF-295 90, SNB-19 95, U251 92, HCC-2998 104 and SNB-75 83.
For CC(C)(C)c1ccc(O)c(C(C)(C)C)c1 the results were PC-3 99, SF-268 89, SF-539 102, DU-145 100, SF-295 106, SNB-19 111, U251 93 and SNB-75 115.
`O=C(c1ccccc1)N1N=C(c2ccc(-n3ccc(C(F)(F)F)n3)c(F)c2)CC1c1ccc[nH]1` (configuration not stated) gave PC-3 101, SF-268 104, SF-539 109, DU-145 111, SF-295 105, SNB-19 99, U251 99, HCC-2998 112 and SNB-75 98.
For O=C1CCCc2cc(OCCCCN3CCCCC3)ccc2N1 the results were PC-3 121, SF-268 122, SF-539 107, DU-145 112, SF-295 102, SNB-19 98, U251 107, HCC-2998 128 and SNB-75 105.

Ordered by number of heavy atoms (high to low): 3 of the compounds above
`O=C(c1ccccc1)N1N=C(c2ccc(-n3ccc(C(F)(F)F)n3)c(F)c2)CC1c1ccc[nH]1` (configuration not stated) gave PC-3 101, SF-268 104, SF-539 109, DU-145 111, SF-295 105, SNB-19 99, U251 99, HCC-2998 112 and SNB-75 98.
For O=C1CCCc2cc(OCCCCN3CCCCC3)ccc2N1 the results were PC-3 121, SF-268 122, SF-539 107, DU-145 112, SF-295 102, SNB-19 98, U251 107, HCC-2998 128 and SNB-75 105.
For CC(C)(C)c1ccc(O)c(C(C)(C)C)c1 the results were PC-3 99, SF-268 89, SF-539 102, DU-145 100, SF-295 106, SNB-19 111, U251 93 and SNB-75 115.

Next records follow:
Screening COC(=O)[C@@H](Cc1c[nH]c2ccccc12)NC(=O)[C@H](Cc1ccccc1)NCc1cccc(O)c1 returned PC-3 86, SF-268 97, SF-539 108, DU-145 112, SF-295 102, SNB-19 91, U251 80, HCC-2998 97 and SNB-75 83.
`O=C(Nc1nccnc1OCc1ccc(Cl)cc1)Nc1cccc2ccccc12` gave PC-3 90, SF-268 106, SF-539 110, DU-145 116, SF-295 104, SNB-19 94, U251 97, HCC-2998 113 and SNB-75 108.
N#Cc1ccc(/C=N/NC(=O)c2[nH]c3ccc(Br)cc3c2-c2ccccc2)o1 was read as PC-3 13, SF-268 18, SF-539 -17*, DU-145 8.4*, SF-295 16, SNB-19 35, U251 6.9*, HCC-2998 -31* and SNB-75 5.2*.
For CCN1C(=S)N(c2ccccc2)C2N=c3s/c(=C4\C(=O)N(C(C)C)c5ccccc54)c(=O)n3NC21 (configuration not stated) the results were PC-3 67, SF-268 65, SF-539 53, DU-145 95, SF-295 99, SNB-19 85, U251 94, HCC-2998 102 and SNB-75 50.
`CCOC(=O)CC(Cc1ccc2c(c1)OCO2)C(=O)OCC` (configuration not stated) gave PC-3 78, SF-268 106, SF-539 97, DU-145 108, SF-295 104, SNB-19 105, U251 103, HCC-2998 106 and SNB-75 87.
COc1ccc(Cn2c(SC)nc(=O)n(Cc3ccc(F)cc3)c2=O)cc1 was read as PC-3 102, SF-268 93, SF-539 102, DU-145 106, SF-295 58, SNB-19 95, U251 95, HCC-2998 98 and SNB-75 86.
CC(/C=C1\SC(=S)N(CCC(=O)NC(C(=O)O)C(C)C)C1=O)=C\c1ccccc1 (configuration not stated) was read as PC-3 107, SF-268 102, SF-539 102, DU-145 112, SF-295 100, SNB-19 105, U251 105, HCC-2998 105 and SNB-75 98.
For CCOC(=O)CCN(c1c(Cl)ssc1=O)C(C)C the results were PC-3 101, SF-268 113, SF-539 98, DU-145 100, SF-295 119, SNB-19 109, U251 101, HCC-2998 115 and SNB-75 98.
For O=C1CSC(c2ccccc2Cl)N1c1nnc(Cn2ccnc2)o1 (configuration not stated) the results were PC-3 100, SF-268 92, SF-539 90, DU-145 104, SF-295 102, SNB-19 83, U251 92, HCC-2998 98 and SNB-75 89.
Screening CCCCCC(=O)OCCCc1ccccc1 returned PC-3 113, SF-268 105, SF-539 104, DU-145 101, SF-295 104, SNB-19 100, U251 106, HCC-2998 122 and SNB-75 82.
Screening COC(=O)N1C2CCCCC2=NN(c2ccccc2)N1C(=O)OC (configuration not stated) returned PC-3 91, SF-268 107, SF-539 109, DU-145 108, SF-295 89, SNB-19 102, HCC-2998 103 and SNB-75 83.
CC1CCN(C2=NC(=O)/C(=C\c3ccccc3OCc3ccc([N+](=O)[O-])cc3)S2)CC1 was read as PC-3 71, SF-268 94, SF-539 98, DU-145 89, SF-295 97, SNB-19 84, U251 93 and HCC-2998 104.
For CS(=O)(=O)Nc1ccc(-c2nc(-c3cccc(O)c3)c(-c3ccnc(Br)c3)[nH]2)cc1 the results were PC-3 77, SF-268 93, SF-539 75, DU-145 92, SF-295 85, SNB-19 77, U251 70, HCC-2998 90 and SNB-75 29.
`CC1(C)CC[C@]2(C(=O)N3CCNCC3)CC[C@]3(C)C(=CC[C@@H]4[C@@]5(C)CC[C@H](OC(=O)c6cccnc6)C(C)(C)[C@@H]5CC[C@]43C)[C@@H]2C1` gave PC-3 95, SF-268 97, SF-539 110, DU-145 104, SF-295 99, SNB-19 97, U251 94, HCC-2998 102 and SNB-75 81.
Screening O=[N+]([O-])c1ccccc1N=Nc1c(O)[nH]c2ccc(F)cc12 returned PC-3 85, SF-268 100, SF-539 63, DU-145 101, SF-295 107, SNB-19 97, U251 96, HCC-2998 104 and SNB-75 86.
`O=C(N/N=C\c1cc(Br)ccc1O)c1ccncc1` gave PC-3 48, SF-268 35, SF-539 34, DU-145 39, SF-295 56, SNB-19 54, U251 29, HCC-2998 43 and SNB-75 76.
Screening COc1cc(CNC(=O)C[C@@H](C)CCC=C(C)C)ccc1O returned PC-3 83, SF-268 77, SF-539 94, DU-145 103, SF-295 103, SNB-19 95, U251 99, HCC-2998 108 and SNB-75 57.
For COC(=O)c1cc(=O)c2c(ccc3oc(=O)ccc32)[nH]1 the results were PC-3 99, SF-268 105, SF-539 103, DU-145 108, SNB-19 110, U251 101 and HCC-2998 102.
Nc1cc(=O)n(CC(=O)Nc2ccccc2)n1S(=O)(=O)c1ccccc1 was read as PC-3 85, SF-268 95, SF-539 93, DU-145 103, SF-295 98, SNB-19 93, U251 99, HCC-2998 97 and SNB-75 82.
Screening Cc1ccc(/C=C/c2nn3c(-c4ccco4)nnc3s2)cc1 returned PC-3 98, SF-268 104, SF-539 95, DU-145 100, SF-295 96, SNB-19 93, U251 101, HCC-2998 114 and SNB-75 108.
COc1ccc(-c2cc(-c3nnc(SCC(=O)Nc4ccc(C(=O)/C=C/c5cc(OC)c(OC)c(OC)c5)cc4)n3-c3ccccc3)c3ccccc3n2)cc1 was read as PC-3 89, SF-268 91, SF-539 90, DU-145 98, SF-295 106, SNB-19 89, U251 90, HCC-2998 112 and SNB-75 85.
`NC(Cc1ccc(O)cc1)C(=O)N/N=C/c1ccccc1O` (configuration not stated) gave PC-3 89, SF-268 104, SF-539 104, DU-145 105, SNB-19 110, U251 97, HCC-2998 100 and SNB-75 93.

Compounds above that contain two or more sulfur atoms, in the order listed:
For COc1ccc(-c2csc(NC(=O)CSc3nc(-c4ccccc4)cc(=O)[nH]3)n2)cc1 the results were PC-3 67, SF-268 78, SF-539 78, DU-145 76, SF-295 53, SNB-19 70, U251 80, HCC-2998 84 and SNB-75 82.
For COc1ccc(-c2nc(SCC(C)C)nc(NNC(N)=S)c2C#N)cc1 the results were PC-3 77, SF-268 84, SF-539 89, DU-145 91, SF-295 96, SNB-19 85, U251 96 and HCC-2998 97.
Cc1c(C(=O)/C=C/NCc2ccc(S(N)(=O)=O)cc2)sc2nc3ccccc3n12 was read as PC-3 99, SF-268 96, SF-539 92, DU-145 98, SF-295 96, SNB-19 86, U251 100, HCC-2998 101 and SNB-75 115.
For CCN1C(=S)N(c2ccccc2)C2N=c3s/c(=C4\C(=O)N(C(C)C)c5ccccc54)c(=O)n3NC21 (configuration not stated) the results were PC-3 67, SF-268 65, SF-539 53, DU-145 95, SF-295 99, SNB-19 85, U251 94, HCC-2998 102 and SNB-75 50.
CC(/C=C1\SC(=S)N(CCC(=O)NC(C(=O)O)C(C)C)C1=O)=C\c1ccccc1 (configuration not stated) was read as PC-3 107, SF-268 102, SF-539 102, DU-145 112, SF-295 100, SNB-19 105, U251 105, HCC-2998 105 and SNB-75 98.
For CCOC(=O)CCN(c1c(Cl)ssc1=O)C(C)C the results were PC-3 101, SF-268 113, SF-539 98, DU-145 100, SF-295 119, SNB-19 109, U251 101, HCC-2998 115 and SNB-75 98.
